mHtt clearance = mutant huntingtin protein clearance; HeLa Exon1htt(103Q)mCFP, aggregate imaging; zero = plate's median compound well; inhibition, % at 1.5 µM; 0.42% of 47,000 active; AID 853;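 active = inhibition of aggregate fluorescence above about 70%, also judged a hit by eye on the cell image, limit read from the data, passing the limit was not always enough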;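 note: cells exposed to compound for three days before fixation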
mHtt clearance grain fraction = second read-out of mHtt clearance, no call of its own (marks repeat the call); fraction fluorescence in grains; measured here: aggregate grain fluorescence fraction; hits give low values;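 scaled fraction of total cell fluorescence in grains with unit not stated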
* marks the source's active call; other numbers are inactive results.

SMILES | mHtt clearance | mHtt clearance grain fraction
CCCCc1nn(-c2cc(Cl)ccc2OC)c2c1C(=O)CC(C)(C)C2 | -10 | 40
CCCOc1ccccc1NC(=O)CC1Nc2ccccc2NC1=O (stereo not drawn) | 32 | 13
O=C(Cc1ccc(F)cc1)NC1CCCC1 | 23 | 18
CCc1cc2c(=O)c(-c3nc4ccccc4n3C)c(C)oc2c(CN2CCOCC2)c1O | 56 | 15
O=C(Nc1ccccc1)c1cnc[nH]1 | -21 | 24
Cn1c2ccccc2c2cnn(CC(=O)O)c(=O)c21 | -37 | 54
CCN(CCNC(=O)C1CCCN(S(=O)(=O)c2cnc[nH]2)C1)c1ccccc1 (stereo not drawn) | 17 | 37
CC1CCCN(C(=O)c2cc(F)c(F)cc2Cl)C1 (stereo not drawn) | -27 | 24
CC1=C(C(=O)Nc2ccccc2)C(c2ccncc2)n2nnnc2N1 (stereo not drawn) | -9 | 34
Cn1c(SCCS(=O)(=O)c2ccc(Cl)cc2)nnc1-c1ccccc1 | 7 | 19
COC(=O)c1ccc(CSc2ccc3nnc(-c4ccccc4)n3n2)o1 | 13 | 42
COc1ccc(C(=O)N(Cc2nc(-c3ccc(C)cc3)no2)C(C)C)cc1OC | -2 | 34
Cc1ccc(-c2nc(COC(=O)c3c(C)noc3C)cs2)cc1 | -134 | 51
O=C1CC(N2CCC(O)(c3ccc(Cl)cc3)CC2)C(=O)N1Cc1ccc(N2CCCC2=O)cc1 (stereo not drawn) | -26 | 24
Cc1cc(C(F)(F)F)c2c(C)nn(CCc3nn[nH]n3)c2n1 | -26 | 26
CC(C)C(=O)Nc1sc2c(c1C#N)CCCCC2 | 20 | 15
CCOc1ccc2oc(=O)cc(C)c2c1 | -34 | 27
O=C(COc1ccccc1)NCc1ccc2c(c1)OCO2 | -18 | 43
CCCc1cc(C(N)=O)c(NC(=O)c2ccco2)s1 | -2 | 18
CC(=O)Cc1nsc(NC(=O)c2ccc(-c3cccc(C(F)(F)F)c3)o2)n1 | -16 | 19
CCOc1ccc(S(=O)(=O)n2cnc3cc(C)c(C)cc32)cc1 | -7 | 39
Cc1ccc2c(c1)NC(=O)C(CC(=O)NCCCN1CCCC1)O2 (stereo not drawn) | -8 | 52
CC1(C)CC(=O)C(C=NCCN2CCN(CCCCS(=O)(=O)O)CC2)=C(O)C1 | -48 | 56
O=C(Cc1ccc2c(c1)OCCO2)c1c(O)cc(O)cc1O | -25 | 47
CC1CCCCN1C(=O)Cn1c(=O)n(C2CCCCC2)c(=O)c2ccccc21 (stereo not drawn) | -56 | 61
COCCn1c(-c2ccccc2)cnc1N | -12 | 45
O=C(Nc1ccc2nc(-c3ccco3)[nH]c2c1)c1cccs1 | -35 | 27
O=C(Nc1ncccn1)C1CCCN1S(=O)(=O)c1ccc(Cl)c(Cl)c1 (stereo not drawn) | 41 | 11
C=CCN1C(=O)C(Cc2ccc(OC)cc2)S/C1=N\N=C\c1cccs1 (stereo not drawn) | -30 | 21
Cc1ccc(SCc2cc(=O)[nH]c(N3CCCCC3)n2)cc1 | 16 | 15
Cc1ccc(N2C(=O)S/C(=C/c3cn(C)c4ccccc34)C2=O)cc1 | 37 | 22
CCCn1cnc2c(c1=O)c1nc3ccccc3nc1n2CCC1=CCCCC1 | -6 | 38
O=C(NC1CCCCC1)C1CC=CCC1C(=O)OCC(Cl)=C(Cl)Cl (stereo not drawn) | -3 | 37
Cc1noc(C)c1S(=O)(=O)N1CCCC(C(=O)NC2CCCCC2)C1 (stereo not drawn) | 29 | 14
O=C1CCC(=O)N1c1ccc(CSc2nnnn2C2CCCCC2)cc1 | -7 | 40
Cc1ccc(S(=O)(=O)N(C)c2ccc(OCC(=O)O)cc2)cc1 | 24 | 17
Cc1nc(-c2ccccc2)sc1-c1nc(-c2cccnc2)ncc1S(=O)(=O)c1ccccc1 | 5 | 42
COc1ccc(NC(=O)C2CC(c3ccc(OC)c(OC)c3)=NO2)cc1OC (stereo not drawn) | 2 | 34
O=C(NC12CCC(O)C(SC1)/C2=N/O)c1ccccc1 (stereo not drawn) | 50 | 20
COc1cc(OC)c(C2C(C#N)=C(N)OC3=C2C(=O)CC(C)C3)cc1OC (stereo not drawn) | -15 | 33
COc1ccc(S(=O)(=O)N2CCN(S(=O)(=O)c3ccc4c(c3)OCCO4)CC2)cc1C | 15 | 32
COc1cc(C(=O)Nc2nccs2)c(Br)c(OC)c1OC | 8 | 16
CC1CCN(CCc2nc3cc(NC(=O)Nc4ccccc4)ccc3n2C)CC1 | 12 | 17
CCC1SC2=NC(C)=C(C(=O)OCC(C)C)C(/C=C/c3ccccc3OC)N2C1=O (stereo not drawn) | -12 | 47
CCN(CC)CCCNC(=O)c1cc2c(-c3ccc(Cl)cc3)nn(C)c2s1 | -3 | 51
Cc1ccc(NC(=O)CCSc2nnc(C)s2)cc1 | 15 | 17
COC(=O)c1nnn(-c2nonc2N)c1CSCCO | -23 | 21
CCOC(=O)c1cc(C)[nH]c(=S)c1C#N | -47 | 53

Pulled by compound from the entries so far:
SMILES | mHtt clearance | mHtt clearance grain fraction
COc1ccc(S(=O)(=O)N2CCN(S(=O)(=O)c3ccc4c(c3)OCCO4)CC2)cc1C | 15 | 32
Cc1nc(-c2ccccc2)sc1-c1nc(-c2cccnc2)ncc1S(=O)(=O)c1ccccc1 | 5 | 42
COc1cc(C(=O)Nc2nccs2)c(Br)c(OC)c1OC | 8 | 16
CC1CCN(CCc2nc3cc(NC(=O)Nc4ccccc4)ccc3n2C)CC1 | 12 | 17
CCOC(=O)c1cc(C)[nH]c(=S)c1C#N | -47 | 53
COc1cc(OC)c(C2C(C#N)=C(N)OC3=C2C(=O)CC(C)C3)cc1OC (stereo not drawn) | -15 | 33

The listing continues:
SMILES | mHtt clearance | mHtt clearance grain fraction
CCCCC(=O)Nc1cccc(-c2nnc(-c3ccccc3)o2)c1 | 44 | 12
O=C(CSc1nnc(-c2ccncc2)n1C1CCCCC1)Nc1cccc(O)c1 | 24 | 31
CCCCCCS(=O)[C@H]1CS(=O)(=O)C[C@@H]1S(=O)CCCCCC (stereo partly drawn) | -57 | 33
CC(C)(C)NC(=O)Cn1nnnc1-c1nonc1N | 9 | 15
COc1c(O)ccc2cnn(-c3ccccc3C)c(=O)c12 | 59 | 15
O=C(NCc1ccc2c(c1)OCO2)c1cc2ccccc2oc1=O | -30 | 25
COc1ccc(C(O)c2nc3ccccc3s2)cc1 (stereo not drawn) | -26 | 50
O=C(NCCCN1CCCCCC1)C1CC(=O)N(CCc2ccccc2)C1 (stereo not drawn) | 9 | 34
COc1ccc(-c2oc3ncnc(NCCCN4CCOCC4)c3c2-c2ccc(OC)cc2)cc1 | -3 | 35
O=C(Cc1cccs1)Nc1ccc(Cl)cc1 | 8 | 16
CCCCNS(=O)(=O)c1ccc(OC)c(C)c1 | 40 | 11
O=C(CCC1CCCCC1)Nc1ccccc1O | -9 | 20
COc1ccc(-c2cc(-c3ccc(OC)cc3)[nH]n2)cc1 | -36 | 46
COc1ccc(Cl)cc1NC(=O)CN(C)C(C)C(=O)NCC1CCCCC1 (stereo not drawn) | -2 | 39
COc1cccc(-n2c(SCC(=O)Nc3cc(C)on3)nc3c([nH]c4ccccc43)c2=O)c1 | 27 | 23
C[N+]1(CC(=O)Nc2ccc(F)cc2)CCN(C(=O)c2ccco2)CC1 | 25 | 30
CCC(NS(=O)(=O)c1ccc(C)cc1)C(=O)N1CCC2(O)CCCCC2C1 (stereo not drawn) | -16 | 21
Cc1ccc(C)c(N(CC(=O)N/N=C/c2ccc(-c3ccc([N+](=O)[O-])cc3)o2)S(=O)(=O)c2ccccc2)c1 | -42 | 62
O=C(c1ccco1)n1nc(NCc2ccccc2)nc1NCc1ccccc1 | -42 | 28
O=S(=O)(N1CCCCC1)N1CCN(c2ccc(F)cc2)CC1 | -47 | 24
O=C1CSC(c2ccccn2)N1c1ccc2ccccc2c1 (stereo not drawn) | -6 | 46
CCCCNC(=O)c1cccc(C(=O)NCCCC)c1 | 26 | 15
O=C(COC(=O)c1cnccn1)NCc1ccccc1 | 22 | 31
CC1(C)CC(=O)CC(=Nc2ccc(C(=O)O)cc2)C1 | 42 | 12
O=C(CSc1nnc(-c2ccco2)n1CC1CCCO1)N1CCCCC1 (stereo not drawn) | 16 | 17
O=C1Nc2ccccc2C12Nc1ccccc1S2 (stereo not drawn) | 19 | 37
Cc1cccc(Nc2nc(-c3cccs3)cs2)n1 | 25 | 14
CCCCOC(=O)Nc1sc2nc(C)cc(C)c2c1-n1cccc1 | 45 | 12
CCc1nnc2c3cnn(-c4ccccc4)c3ncn12 | 36 | 12
Cc1ccc(C(C(=O)NCc2ccc(F)cc2)N(C(=O)c2csnn2)C2CC2)o1 (stereo not drawn) | -6 | 22
CCOc1ccc(C(O)Cc2nc3ccccc3n2C)cc1 (stereo not drawn) | 15 | 18
CC(=O)N1CC2(C)CN(C(C)=O)CC(C)(C1)C2 | 28 | 14
O=C(NCc1ccc2c(c1)OCO2)c1c(O)c2cccc3c2n(c1=O)CCC3 | 29 | 26
COc1ccc(C(=O)Nc2ccc3oc(Cc4ccc(Cl)cc4)nc3c2)cc1OC | -11 | 41
c1ccc(-n2ncc3c(NCCCN4CCOCC4)ncnc32)cc1 | -65 | 36
c1ccc(-c2csc(-n3cnnn3)n2)cc1 | 3 | 20
Cc1nnsc1C(=O)Nc1ccccc1Cl | -16 | 40
O=c1[nH]cnc2scc(-c3ccc(F)cc3)c12 | 10 | 19
O=C(NCCCNC(=O)C(F)(F)C(F)F)C(F)(F)C(F)F | -12 | 25
CN1CCC2(CC1)C1CN(C)CC=C1C(C#N)=C(N)C2(C#N)C#N (stereo not drawn) | 51 | 18
CCOC(=O)CNC(=O)c1sc2nc(C)cc(C)c2c1N | -49 | 27
N#CCc1c(C#N)c(N)nc(N2CCN(S(=O)(=O)c3ccccc3)CC2)c1C#N | -23 | 20
CCN(CC)C(=O)C1CCN(Cc2cccc(OCc3ccccc3)c2)CC1 | -59 | 54
O=C(CCN1CCOCC1)c1ccc2c(c1)OCCO2 | 57 | 8.2
Cn1c(O)c(C(C#N)=C2N=c3ccccc3=N2)c2ccccc21 | 5 | 38
O=C(CCn1nc(-c2ccccc2)ccc1=O)N1CCCC1 | -34 | 25
CCSc1nnc(-c2ccncc2)o1 | -42 | 61
CCC(=O)N(Cc1ccc(C)cc1)Cc1cc2cc3c(cc2[nH]c1=O)OCO3 | -17 | 23
O=C1CN=C(Nc2ccccc2Cl)N1c1ccccc1 | 1 | 38
CCOc1ccc(NC(=O)CCN2CCN(S(=O)(=O)c3ccc(OC)cc3)CC2)cc1 | -48 | 28
Fc1ccc(N2N=C(c3cccs3)CC2c2ccco2)c(F)c1 (stereo not drawn) | 18 | 17
O=S(=O)(NC1CCCCCC1)c1ccc(Br)s1 | -19 | 23
O=C(NCCc1ccccc1)C1CCN(S(=O)(=O)c2cccs2)CC1 | -10 | 19
Cc1ccc(-c2nnc(SCC(=O)Nc3ccc(N4CCOCC4)cc3)o2)cc1 | 13 | 25
CCOc1ccc(NC(=O)CCN2CCN(c3ccccc3)CC2)cc1 | -59 | 29
S=c1[nH]nc(-c2ccccc2Cl)n1CC1CCCO1 (stereo not drawn) | -68 | 34
COC(=O)C1=C(C)NC(C)=C(C(=O)OC)C1c1cc2ccc(C)cc2[nH]c1=O | -12 | 41
Cc1ccsc1C(=O)N(c1nc2ccccc2s1)c1c(C)cccc1C | 54 | 18
Cc1ccc(S(=O)(=O)Cc2ccc(C(=O)N3CCN(c4ccccn4)CC3)o2)cc1 | -2 | 49
O=Nc1c2nc3ccccc3n(O)c-2c2ccccc12 | -19 | 39
Carrying on.
SMILES | mHtt clearance | mHtt clearance grain fraction
CC(C)CN(C(=O)c1ccc(=O)n(C)n1)c1nc2ccccc2s1 | -18 | 23
CCC1(C)Cc2c(sc(NC(=O)CCC(=O)O)c2C#N)CO1 (stereo not drawn) | -22 | 42
CCOc1ccc(C(C)=O)cc1CSc1nnc(-c2ccoc2C)n1N | -47 | 54
CCOC(=O)c1ccc(NC(=O)CSc2nc3cccnc3n2C)cc1 | 7 | 18
Cc1ccc(S(=O)(=O)NC(=O)Nn2c(C)nnc2C)cc1 | 0 | 20
CCOC(=O)c1c(C)n(C)c2ccc(OCC(O)CN3CCCCCC3)cc12 (stereo not drawn) | -66 | 75
COC(=O)C1=C(C)Nc2c(c(=O)n(C)c(=O)n2C)C1c1cccnc1 (stereo not drawn) | -61 | 31
Cc1nc2cc(Cl)ccc2n1CCO | 12 | 15
C/C(N)=C(/C#N)C(=O)CSc1nnc(NC(C)C)s1 | -10 | 39
CCn1c(SCC(=O)N2CCCc3ccccc32)nc2c1c(=O)n(C)c(=O)n2C | -27 | 26
Cc1nc(SCC(=O)N2CCN(c3ccccc3)CC2)c2oc3ccccc3c2n1 | -16 | 24
COc1nnc(-c2ccc(N3CCOCC3)c(NC(=O)c3ccccc3)c2)c2ccccc12 | 13 | 18
CCC(=O)Nc1c(C(=O)Nc2cccc(OC)c2)oc2ccccc12 | 14 | 31
COc1ccc(S(=O)(=O)Nc2ccc(S(=O)(=O)N3CCCC3)cc2)cc1 | 11 | 16
CCCCOCCCNC(=O)N[C@@H](CC(C)C)C(=O)O | 5 | 31
O=C(Nc1ccc2nc(-c3ccc(Br)o3)[nH]c2c1)c1cccs1 | 6 | 20
COc1ccc(CNCCC(c2ccccc2)c2ccc3c(c2)OCO3)cc1 (stereo not drawn) | 15 | 33
CCO/C(C)=N/n1c2nc3ccccc3nc2c2c(=O)n(C3CCCC3)c(C)nc21 | -9 | 40
Nc1c(C(=O)NC2CCCCC2)nsc1C(=O)OCC(=O)NC1CCCCC1 | -28 | 44
CCc1ccc(N/C(SC)=C(/C#N)C(N)=O)cc1 | 8 | 34

One compound at a time, as listed above. Values in the order: mHtt clearance | mHtt clearance grain fraction
`CCc1ccc(N/C(SC)=C(/C#N)C(N)=O)cc1` as listed: 8 | 34
`O=C(Nc1ccc2nc(-c3ccc(Br)o3)[nH]c2c1)c1cccs1` as listed: 6 | 20
`COc1ccc(S(=O)(=O)Nc2ccc(S(=O)(=O)N3CCCC3)cc2)cc1` as listed: 11 | 16
`Nc1c(C(=O)NC2CCCCC2)nsc1C(=O)OCC(=O)NC1CCCCC1` as listed: -28 | 44
`CCCCOCCCNC(=O)N[C@@H](CC(C)C)C(=O)O` as listed: 5 | 31

These rows are one share of the data, so the mix of outcomes need not match the whole.
